Screening data: PubChem, The Scripps Research Institute Molecular Screening Center
M1 ag: human M1 muscarinic receptor agonism; P11229; CHO-K1 hM1, Fluo-8 calcium fluorescence, agonist mode; 0% DMSO, 100% acetylcholine EC100; activation, % at 3 µM; hit rate 0.33% among 360,000; AID 588814;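 active means activation above the run's mean compound activation plus 3 SD, cut at about 16% in these data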;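 further: peak over basal fluorescence ratio within a 140 s kinetic read after compound addition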
Target sequence (P11229 whole entry, looked up): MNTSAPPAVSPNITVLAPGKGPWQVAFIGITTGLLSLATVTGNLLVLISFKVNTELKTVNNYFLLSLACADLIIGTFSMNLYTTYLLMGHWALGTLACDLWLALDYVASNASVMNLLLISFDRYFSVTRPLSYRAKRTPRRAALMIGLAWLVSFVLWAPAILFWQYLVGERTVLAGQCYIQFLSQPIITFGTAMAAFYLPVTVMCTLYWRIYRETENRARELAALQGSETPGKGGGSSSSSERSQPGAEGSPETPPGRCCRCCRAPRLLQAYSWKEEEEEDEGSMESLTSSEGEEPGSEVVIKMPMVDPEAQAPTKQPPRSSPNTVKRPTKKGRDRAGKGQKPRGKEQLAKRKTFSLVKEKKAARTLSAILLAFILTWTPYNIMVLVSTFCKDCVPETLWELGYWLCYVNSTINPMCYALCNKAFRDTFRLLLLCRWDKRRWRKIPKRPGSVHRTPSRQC
M1 PAM parental: counter-screen for M1 PAMs: effect in parental CHO-K1 cells. ATP EC20, Fluo-8 calcium fluorescence; 0% at ATP EC20, 100% at ATP max. activation, % at 3 µM. hit rate 0.02% among 360,000. AID 602247;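 active means activation above the run cutoff, the mean activation of all test compounds plus 3 SD, cut at about 40% in these data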;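 further: peak over basal fluorescence ratio in a 140 s read after ATP addition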
CHRM1 antagonist: human CHRM1 antagonism | P11229 | CHO-K1 hM1, Fluo-8 calcium fluorescence, ACh EC80 antagonist | inhibition, % at 3 µM | hit rate 1.3% among 360,000 | AID 588852;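 active means percent inhibition above its own plate's cutoff, namely the mean of that plate's compound wells plus 3 SD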;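 further: peak over basal fluorescence ratio during 140 s after agonist addition; 0% = ACh EC80 plus DMSO and 100% = DMSO alone without agonist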
CHO parental Ca: counter-screen for OX1R antagonists: effect in parental CHO cells. parental CHO-K1, ATP-induced calcium, Fluo-8 fluorescence. inhibition, % at 5.6 µM. hit rate 0.63% among 330,000. AID 463079;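 active means inhibition above that plate's mean sample inhibition plus 3 SD, cut at about 26% in these data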;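 further: 0% = ATP-challenged DMSO wells and 100% = DMSO wells without ATP; some compounds past the cut are filed as inactive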
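Test system: parental CHO cells; detection: calcium-sensitive Fluo-8 fluorescence; evaluation: percent inhibition of calcium signal; also added: ATP as calcium-mobilizing challenge; repeats: one well per compound; control set: ATP-challenged DMSO wells low, unchallenged DMSO wells high; compound: single nominal dose of 5.6 µM per compound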
M1 ag parental: M1 agonist counterscreen hit in parental CHO-K1 cells. Fluo-8 calcium fluorescence; scaled to maximal ATP response, vehicle zero. activation, % at 3 µM. hit rate 0.48% among 360,000; in the data active means activation above about 15%;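 further: untransfected CHO-K1 host cells lacking M1 receptor as counterscreen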
TAAR1 antagonist: antagonists of human TAAR1 | Q96RJ0 | CHO RD-HGA16 TAAR1, Fluo-8 calcium fluorescence, antagonist | inhibition, % at 3 µM | hit rate 1.5% among 360,000;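 active means inhibition above a per-plate cutoff, the mean inhibition of test compounds on that plate plus 3 SD, cut at about 49% in these data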;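 further: 0% = DMSO plus EC80 beta-PEA response and 100% = DMSO alone without agonist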
Target sequence (Q96RJ0 whole entry, looked up): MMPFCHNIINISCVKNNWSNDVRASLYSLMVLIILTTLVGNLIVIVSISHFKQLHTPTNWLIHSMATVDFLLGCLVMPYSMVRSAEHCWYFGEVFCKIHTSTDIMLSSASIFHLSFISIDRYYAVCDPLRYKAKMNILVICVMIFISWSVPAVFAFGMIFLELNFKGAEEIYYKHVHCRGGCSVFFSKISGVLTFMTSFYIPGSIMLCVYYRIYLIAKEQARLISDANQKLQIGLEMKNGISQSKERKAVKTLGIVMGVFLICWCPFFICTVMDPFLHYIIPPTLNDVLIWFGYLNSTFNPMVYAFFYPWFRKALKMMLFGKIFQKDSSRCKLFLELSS
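Assay system: CHO-derived RD-HGA16 cells stably expressing human TAAR1 plus Gα16. Timing: 140 s kinetic read after compound, 140 s after agonist. Technique: kinetic Fluo-8 calcium fluorescence measurement. Measure: % inhibition of agonist calcium response.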
CHO-K1 Ca antag: counter-screen for M1 antagonists: effect in parental CHO-K1 cells; ATP-induced calcium, Fluo-8 fluorescence; inhibition, % at 3 µM; hit rate 0.6% among 360,000;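 active means inhibition above a per-plate cutoff, the plate's mean sample inhibition plus 3 SD, cut at about 24% in these data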;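 further: 0% = DMSO plus EC80 ATP and 100% = DMSO alone without ATP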
M1 PAM: potentiates human M1 receptor response to acetylcholine; P11229; CHO-K1 hM1, Fluo-8 calcium fluorescence, ACh EC20; 0% = ACh EC20, 100% = maximal ACh; activation, % at 3 µM; hit rate 0.088% among 360,000; AID 588819; in the data active means activation above about 19%, passing the limit was not always enough
TAAR1 ag: human TAAR1 agonism | AID 624467 | activation, % at 3 µM | Q96RJ0 | CHO RD-HGA16 TAAR1, Fluo-8 calcium fluorescence; vehicle wells 0%, saturating PEA agonist 100% | hit rate 0.99% among 360,000;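 active means activation above the mean activation of all test compounds in the run plus 3 SD, cut at about 38% in these data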
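Assay system – CHO-derived RD-HGA16 cells with stable Gα16 and human TAAR1 · Compound dosing – one-point dosing at 3 µM (nominal) · Incubation – 17-24 h seeding, 75 min 37 °C dye, 30 min RT · Measured by – kinetic Fluo-8 calcium fluorescence · Control set – DMSO vehicle as 0%, PEA at EC100 as 100% · Repeats – single well for each compound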
Numbers without * were called inactive; nt = no result given. Compounds were not picked by outcome, and some 4.4% of all compounds hit somewhere here.

1) CCOC(=O)C1=C(CS(=O)(=O)c2ccccc2)NC(=O)NC1c1cccc(OC)c1 (stereo not drawn)
2) Cc1cccc(NC(=S)NC(C)C(c2ccccc2)N2CCN(C)CC2)c1C (stereo not drawn)
3) CC(C)(C)Cc1c(-c2ccc(C#N)cc2)nc2ccc(Cl)cn12
4) COc1ccc(Cc2nnc(SCC(=O)Nc3nc(C)cs3)o2)cc1
5) CC1(C)CC(=O)C(C=NCCCN2CCCC2=O)=C(O)C1

Assay by compound | 1 | 2 | 3 | 4 | 5
M1 ag | -4.8 | -7.0 | -9.3 | -2.8 | -4.9
M1 PAM parental | 14.7 | 24.4 | 5.0 | 19.0 | 15.9
CHRM1 antagonist | -0.7 | -17.7 | -20.6 | 2.2 | 1.1
CHO parental Ca | -11.8 | -2.5 | nt | -6.6 | -4.1
M1 ag parental | 0.5 | 1.1 | -0.5 | 0.8 | 0.4
TAAR1 antagonist | -9.4 | -24.2 | 6.4 | 10.1 | 5.1
CHO-K1 Ca antag | -2.4 | -19.0 | -11.9 | 0.9 | -5.6
M1 PAM | 10.1 | 10.7 | 14.8 | 3.0 | 1.1
TAAR1 ag | 12.9 | 5.2 | -0.4 | 9.2 | 3.8

6) COCc1cc(C)n(CC(=O)N2CCCC2)c(=O)c1C#N
7) COc1cc(C(CC(=O)N2CCCC2)c2c(OC)cc(OC)c3ccc(=O)oc23)cc(OC)c1OC (stereo not drawn)
8) COc1ccc(-n2ncc3c2CC(C)(C)CC3NC(=O)c2ccoc2C)cc1 (stereo not drawn)
9) COc1cc(C2CC(=O)Oc3ccc(C(C)(C)C)cc32)cc(OC)c1OC (stereo not drawn)
10) CC(C)C[C@@H]1CN=C(N)N1C[C@@H]1CCCN1C[C@H](C)N1C[C@@H](Cc2ccccc2)N(CCc2ccc(Cl)c(Cl)c2)C1=N

Assay by compound | 6 | 7 | 8 | 9 | 10
M1 ag | -4.9 | -4.5 | -3.6 | -1.4 | -7.8
M1 PAM parental | 5.9 | 18.4 | 14.8 | -5.2 | 9.6
CHRM1 antagonist | -1.5 | -4.4 | -8.6 | 0.2 | 12.8
CHO parental Ca | 1.1 | -16.3 | -18.7 | -13.3 | -11.3
M1 ag parental | 0.1 | 1.3 | 0.8 | -0.4 | 0.5
TAAR1 antagonist | 19.6 | -6.0 | -22.2 | -11.4 | nt
CHO-K1 Ca antag | -0.1 | -17.0 | -8.7 | 4.5 | -12.9
M1 PAM | 1.4 | 6.4 | 4.4 | 3.2 | -22.2
TAAR1 ag | 0.6 | 3.8 | 0.7 | -1.5 | nt

11) Cc1cc(C(C)(C)C)oc1C(=O)OCC(=O)NC1CCCCC1
12) COC(=O)Cn1cnc2c1c(=O)n(C)c(=O)n2C
13) CCOc1ccc2oc(C(=O)N(C)CC(=O)Nc3ccc(OCC)c(OCC)c3)c(C)c2c1
14) CC(=O)Nc1ccc(N(CC(=O)NC2CCCC2)C(=O)CCC(=O)Nc2cc(C)on2)cc1
15) Cc1ccc(S(=O)(=O)NCc2ccccc2)cc1C(=O)N(C)CC(=O)Nc1c(Cl)cccc1Cl

Assay by compound | 11 | 12 | 13 | 14 | 15
M1 ag | -5.1 | -1.6 | -1.0 | 0.7 | -3.2
M1 PAM parental | 12.7 | 11.8 | 14.6 | 2.9 | -15.9
CHRM1 antagonist | 0.3 | -7.9 | -31.6 | -15.2 | -0.6
CHO parental Ca | -10.8 | -2.3 | -18.1 | -7.2 | -28.5
M1 ag parental | 0.2 | -0.5 | -0.5 | 1.2 | 2.8
TAAR1 antagonist | 4.6 | 1.8 | -9.8 | -10.9 | 18.6
CHO-K1 Ca antag | -15.6 | -13.7 | -5.7 | -13.7 | -10.0
M1 PAM | -2.0 | 5.6 | 10.4 | 8.4 | 1.8
TAAR1 ag | 7.1 | 3.0 | -1.3 | 0.1 | 4.8

16) CC(C)Cn1cc(C(=O)NCCCOC(C)C)c2c3ccccc3n(C)c2c1=O
17) C(=N\n1cnnc1SCc1ccccc1)/c1ccco1
18) CCOC(=O)c1ccc(NC(=S)NN2CCOCC2)cc1
19) C=CCSc1nc(=O)n2cccc(C)c2n1
20) C[C@@H](CSc1ccc(Br)cc1)CN1CC[C@H](C(C)(C)C)CCC1=O

Assay by compound | 16 | 17 | 18 | 19 | 20
M1 ag | -1.6 | -2.2 | -4.0 | -8.4 | -3.3
M1 PAM parental | 15.2 | 25.9 | 16.7 | 24.9 | 12.1
CHRM1 antagonist | 5.9 | -8.3 | 8.5 | -4.0 | 1.2
CHO parental Ca | -3.3 | -0.4 | -5.6 | -2.2 | -42.5
M1 ag parental | 3.2 | 0.8 | 0.8 | -0.2 | 0.9
TAAR1 antagonist | 28.9 | -3.6 | -11.5 | 11.3 | 38.0
CHO-K1 Ca antag | -17.8 | -8.6 | -8.5 | -10.6 | -25.5
M1 PAM | -1.8 | 9.6 | -2.9 | 7.0 | 1.5
TAAR1 ag | 14.0 | 8.9 | 16.3 | 10.2 | 16.8

21) O=C(NCCS(=O)(=O)N1CCCC1)c1ccccc1
22) CCN(CC)CCn1c(OC)cc(=O)[nH]c1=O
23) O=C(c1n[nH]c2ccccc12)N1CCOCC1
24) CCCOc1cccc(C(=O)Nc2cc(NC(=O)c3ccco3)ccc2OC)c1
25) COC(=O)c1nc2n(n1)C(c1cccc(Cl)c1)C1=C(CC(C)(C)CC1=O)N2 (stereo not drawn)

Assay by compound | 21 | 22 | 23 | 24 | 25
M1 ag | 2.2 | -2.8 | -6.9 | 0.3 | 1.3
M1 PAM parental | 14.7 | 4.5 | 27.0 | 7.8 | 14.6
CHRM1 antagonist | -14.4 | -0.8 | -1.6 | 6.1 | -2.0
CHO parental Ca | 27.6 | -8.8 | 5.0 | -24.6 | -6.6
M1 ag parental | 1.3 | 0.2 | 1.0 | 0.9 | 1.8
TAAR1 antagonist | -19.7 | -7.2 | 2.6 | 9.1 | -17.9
CHO-K1 Ca antag | 3.4 | 4.8 | -6.5 | 7.4 | -8.7
M1 PAM | 9.6 | 7.0 | 12.6 | 4.5 | 3.8
TAAR1 ag | 6.0 | 4.6 | 4.3 | 3.5 | 3.9

26) CC(c1n[nH]c(=S)n1Cc1ccccc1)N(C)C (stereo not drawn)
27) CC(C)(CCc1ccccn1)C(=O)C(CCc1ccccn1)CCc1ccccn1
28) Cc1nccn1CCc1nc(N)nc(N)n1
29) N#C/C(=C(/O)CN1C(=O)c2ccccc2C1=O)c1nc2ccccc2[nH]1
30) O=C1OC(Cc2ccccn2)C(O)=C1C1=NCCCCN1 (stereo not drawn)

Assay by compound | 26 | 27 | 28 | 29 | 30
M1 ag | -7.2 | -3.2 | -1.0 | -6.9 | -6.3
M1 PAM parental | 6.2 | -9.1 | -1.1 | 21.7 | 3.5
CHRM1 antagonist | 0.1 | 0.7 | -0.5 | -20.8 | -6.4
CHO parental Ca | 7.9 | nt | -1.1 | -11.9 | 6.5
M1 ag parental | 0.6 | 4.4 | -0.1 | 2.1 | -0.3
TAAR1 antagonist | -8.0 | 30.4 | -4.8 | 1.0 | -5.7
CHO-K1 Ca antag | 0.6 | -3.7 | -25.5 | -8.8 | -6.1
M1 PAM | 3.6 | -4.4 | 4.8 | 9.8 | 5.0
TAAR1 ag | -0.6 | 7.4 | 17.1 | 3.6 | 2.7

Complete entries from above:
C(=N\n1cnnc1SCc1ccccc1)/c1ccco1 is entered as M1 ag = -2.2; M1 PAM parental = 25.9; CHRM1 antagonist = -8.3; CHO parental Ca = -0.4; M1 ag parental = 0.8; TAAR1 antagonist = -3.6; CHO-K1 Ca antag = -8.6; M1 PAM = 9.6; TAAR1 ag = 8.9
CCOC(=O)c1ccc(NC(=S)NN2CCOCC2)cc1 is entered as M1 ag = -4.0; M1 PAM parental = 16.7; CHRM1 antagonist = 8.5; CHO parental Ca = -5.6; M1 ag parental = 0.8; TAAR1 antagonist = -11.5; CHO-K1 Ca antag = -8.5; M1 PAM = -2.9; TAAR1 ag = 16.3

(further entries)
31) COc1ccc(CNC(=O)Cc2ccc(NC(=O)C3=C(C)OCCS3)cc2)cc1
32) CCc1sc(C(=O)N2CCc3ccccc32)cc1C
33) COc1ccc2c(=O)c3ccccc3oc2c1
34) COc1ccc(NC(=O)Cn2nnc(C(=O)NCc3ccc(C)cc3)c2N)cc1Cl
35) COc1ccc(-c2ccc(CN3C(CC(C)C)C(=O)N(Cc4cn(CCC5OCCO5)nn4)CCS3(=O)=O)cc2)cc1OC (stereo not drawn)

Assay by compound | 31 | 32 | 33 | 34 | 35
M1 ag | 0.7 | -4.3 | -7.5 | -1.7 | -2.1
M1 PAM parental | -11.3 | 11.5 | 17.7 | 13.1 | 6.8
CHRM1 antagonist | 16.1 | -5.3 | -14.2 | -2.5 | 2.9
CHO parental Ca | 0.5 | -16.5 | 7.9 | -0.4 | nt
M1 ag parental | 0.2 | 0.6 | 0.1 | 1.5 | 3.2
TAAR1 antagonist | -31.6 | 9.3 | -3.1 | -8.8 | 22.9
CHO-K1 Ca antag | 10.0 | -10.4 | -2.5 | -7.2 | -7.0
M1 PAM | -2.3 | 4.7 | 11.5 | 6.0 | -7.1
TAAR1 ag | -0.7 | 7.3 | -2.5 | 2.8 | 11.9

36) CC(C)(C)n1nc2c(c1NC(=O)COc1ccc(F)cc1)CS(=O)(=O)C2
37) COc1ccc(CC(=O)NCC2(N3CCCCC3)CCCCC2)cc1
38) CCOc1ccc(NC(=O)CSc2nc3nc(C)cc(C)n3n2)cc1
39) Cc1ccccc1S(=O)(=O)Cc1ccc(C(=O)NCCCN(C)Cc2ccccc2)o1
40) CC1CCc2c(sc3nc(CN4CCOCC4)nc(N4CCc5ccccc5C4)c23)C1 (stereo not drawn)
41) O=C(C1CCC(CNc2c(N3CCCCC3)c(=O)c2=O)CC1)N1CCc2ccccc2C1 (stereo not drawn)
42) CCSc1cc(Cl)nc(N)n1
43) COc1ccccc1N1CCN(C(c2cccs2)C(C)NS(=O)(=O)c2ccccc2)CC1 (stereo not drawn)

Assay by compound | 36 | 37 | 38 | 39 | 40 | 41 | 42 | 43
M1 ag | -1.9 | -5.9 | 2.4 | -14.1 | -5.9 | 0.1 | -1.4 | -0.9
M1 PAM parental | 1.6 | 2.2 | -30.7 | -0.6 | 14.7 | -2.9 | 20.4 | -6.7
CHRM1 antagonist | -8.6 | -5.5 | 1.7 | 3.5 | -9.2 | -10.6 | -9.4 | -0.7
CHO parental Ca | -2.6 | -30.9 | -8.4 | -27.2 | -25.7 | nt | 5.8 | 0.8
M1 ag parental | 0.6 | -0.5 | 4.1 | 0.0 | -0.5 | -0.2 | 0.1 | 0.6
TAAR1 antagonist | -2.8 | -12.8 | -12.4 | -8.4 | -20.0 | -3.2 | 9.3 | 40.9
CHO-K1 Ca antag | 1.1 | -4.7 | 9.6 | -21.2 | -5.1 | 12.4 | -19.1 | 15.3
M1 PAM | 5.3 | 6.3 | 7.6 | -13.3 | 6.2 | 17.7 | 8.6 | 0.9
TAAR1 ag | 1.2 | 2.7 | 1.4 | -0.3 | 2.5 | 2.0 | -1.6 | -0.5
